DENV2 CPE rescue: DENV2-induced cell death inhibition; DENV2-infected cells, cytopathic effect rescue, plate reader; CPE inhibition, % at 9.99 µM; 350,000 tested, 1.7% active; in the data active = CPE inhibition above about 20%, passing the limit was not always enough; inconclusive = no clear call, values can overlap the other calls; tested in BHK-21 cells;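 also: 0% = median of neutral control wells and 100% = median of positive control wells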
EWS-Fli inh: blocks EWS/Fli oncoprotein-driven transcription. A673 NR0B1-luciferase reporter, viability-normalised. inhibition, % at 12.6 µM. 350,000 tested, 0.67% active. AID 651661;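 active = mean inhibition of at least 50% after viability correction, with every replicate also passing that limit; inconclusive = mean reaches 50% but only one of two replicates passes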;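 also: firefly luciferase signal divided by Alamar Blue viability fluorescence both relative to DMSO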
FN deposit inh: fibronectin deposition inhibition; AH1F fibroblasts, Alexa488-fibronectin deposition fluorescence, overnight; inhibition, % at 12.6 µM; 350,000 tested, 0.086% active;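 active = mean inhibition across replicates of 30% or more, regardless of how many single replicates reach that level; inconclusive = mean under 30% yet at least half of replicates reach 30%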;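 also: positive control wells lacked labelled fibronectin entirely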
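Assay system: AH1F fibroblasts / Quantity: 10000 cells per well / Medium: DMEM plus 2% serum, read in PBS / Reagent: labelled fibronectin 24 nM / Dosing: single dose, pinned / Times: 1 h cell attachment, overnight exposure to compound and label / Signal: fluorescence, ex 485 nm, em 525 nm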
CFTR F508del cor: CFTR F508del correction in bronchial cells | CFBE cells, YFP halide quenching; stimulated with forskolin plus potentiator P3; % fluorescence drop versus neutral controls | activity (quench increase), % at 7.58 µM | 350,000 tested, 0.36% active;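 active = mean added fluorescence quench of at least 8% versus neutral control, with both replicates also reaching 8%; inconclusive = only one of the mean or replicate conditions met; inactive = mean below 8% and not both replicates reaching 8%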;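 also: cells transiently co-express mutant CFTR-F508del with the halide-sensitive YFP; corrector assay measuring rescue of mutant channel to the surface after 24 h compound exposure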
PAX8 reporter: lowers PAX8-driven luciferase in RMG-I cells | RMG-I TPO-luciferase reporter, SteadyGlo, 24 h | 360,000 tested, 1.2% active | AID 652154 | inhibition, % at 12.6 µM;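 active = mean replicate inhibition at least 60% with every replicate also reaching 60%; inconclusive = only one of the two criteria is met; inactive = mean below 60% and not all replicates reaching 60%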;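 also: luciferase light reporting Pax8 driven TPO promoter activity; plate controls were median of neutral control wells for no effect and mitoxantrone controls for full effect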
miR-122 sensor: miR-122 inhibition in Huh7 cells; Huh7 miR-122 Renilla luciferase sensor, 48 h; neutral wells = 0, positive control = 100; activation (reporter increase), % at 12.5 µM; 340,000 tested, 0.3% active;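 active = mean replicate activation score at least 90 and every replicate individually at or above 90; inconclusive = only one of the two criteria met; inactive = neither criterion met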;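 also: higher luciferase means less miR-122 activity so hits act as miR-122 inhibitors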
GSIS activator: primary screen for activators of insulin secretion dependent on glucose, INS-1E cells, GLuc reporter luminescence; INS-1E GLuc reporter insulin secretion, 2-3 h; activation, % at 16.6 µM; 370,000 tested, 0.61% active;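 active = lowest replicate activation of at least 40%, so every replicate reaches that level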;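 also: 0% = median of neutral control wells and 100% = median of IBMX positive control wells; some compounds called inactive have numbers as strong as hits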
* hit, by the source's call; ? = inconclusive; nt = no result given; & = joins results of further samples; [ ] = another dose, or the depositor's remark. No enrichment for hits (roughly 3.9% active in at least one column).

SMILES	DENV2 CPE rescue	EWS-Fli inh	FN deposit inh	CFTR F508del cor	PAX8 reporter	miR-122 sensor	GSIS activator
S=c1nc[nH]c2c1sc1nc(-c3ccccc3)c3c(c12)CCCC3	-5	15	10	-3.1	7	nt	3
Cc1ccc(CCNCc2c(C(=O)O)c(C)n(-c3ccccc3)c2C)cc1	-1	13	-6	-2.2	8	-4	-4
Cc1cc(CNC(=O)C2CCC(=O)N(CCc3cccc(F)c3)C2)on1 (centres undefined)	-3	nt	-17	-3.8	4	-5	-6
N#CC1=C(S)N(c2ccc(F)cc2)C2(CCCCC2)NC1=O	?	5	2	1.7	-3	4	-16
O=C(COC(=O)c1cnccn1)NCc1ccc2c(c1)OCO2	1	17	nt	-3.4	5	nt	-1
O=C(C[C@H]1CC[C@@H]2[C@H](COC[C@H](O)CN2Cc2ccc(Cl)cc2)O1)NCc1cccc(F)c1	4	nt	-3	-1.4	nt	-4[16.7 µM]	-4
O=C(NCCCNC(=O)c1cnccn1)c1cccc(Cl)c1	-2	-3	0	0.9	5	-4	2
O=C(NC(c1ccccc1)C(Cl)(Cl)Cl)c1ccccc1 (centres undefined)	15	1	3	0.1	32	-4	-11
Cc1nn(-c2ccccc2)c(C)c1-c1cc(C(=O)N/N=C/c2ccc(O)cc2)[nH]n1	0	-5	-7	1.7	52	nt	-18
CCOC(=O)C1(Cc2ccccc2C)CCCN(Cc2cn(C)nc2C)C1 (centres undefined)	0	6	-4	-1.2	-16	nt	3
CSc1ccccc1NC(=O)CN(C)C(=O)C1CCN(C(=O)Nc2ccccc2)CC1	2	-3	-6	0.1	nt	0	1
CN(C)C(=O)c1ccc(-c2ccc3c(c2)[C@H]2[C@H](CCN2C(=O)c2ccccc2)[C@@H](CO)N3)cc1	-7	-2	-5	0.8	4	11[16.7 µM]	9
CCc1ccc2nc(NC(=O)c3ccc(N4C(=O)CCC4=O)cc3)sc2c1	1	-47	-3	-3.2	-29	nt	-6
COc1ccc(-n2c(C)cc(/C=C3\SC(=O)NC3=O)c2C)cc1	4	-49	2	0.2	-135	5	-49
Cc1noc(C)c1NC(=O)Nc1ccc2c(c1)C(=O)N([C@@H](C)CO)C[C@@H](C)[C@H](CN(C)C(=O)Nc1ccccc1)OCCCC[C@H](C)O2	-11	-6	-1	-0.2	-3	1[16.7 µM]	-5
Cc1oc(S(=O)(=O)N(C)C)cc1C(=O)Nc1ccc(Cl)cc1	1	-3	4	-33	-4	nt	13
COc1ccc(CNC(=O)COC(=O)CN2C(=O)C(C)Oc3ccc(C)cc32)cc1 (centres undefined)	-6	-4	-1	-0.7	-13	nt	-5
O=C(CN1CCN(Cc2ccccc2)CC1)Nc1cccc(C(F)(F)F)c1	nt	nt	-6	nt	16	-2	nt
CCc1ccc(NC(=O)COC(=O)CC2CCCC2)cc1	-5	-9	-3	-3.6	nt	nt	-5
O=C(CCNC(=O)c1ccc([N+](=O)[O-])cc1)Nc1ccc(S(=O)(=O)N2CCOCC2)cc1	3	4	3	1.2	14	nt	20
O=C(CCN1CCCCC1)c1cccc(Cl)c1	4	-4	8	1.0	-15	nt	16
O=C(C(c1ccccc1)c1ccccc1)N1CCN(CCN2C(=O)c3cccc4cccc(c34)C2=O)CC1	5	-5	-6	nt	-14	nt	nt
O=C(CSc1ccc(-c2ccc(F)cc2)nn1)N1CCOCC1	6	-6	7	-4.1	-25	nt	-6
COc1ccc(NC(=O)N(C)C[C@H]2OCCCC[C@H](C)Oc3ccc(NC(=O)Nc4c(C)noc4C)cc3C(=O)N([C@H](C)CO)C[C@@H]2C)cc1	-3	-1	nt	1.0	-2	-2[16.7 µM]	9
Cc1ccc(S(=O)(=O)Nc2ccc3c(c2)CC(=O)N([C@@H](C)CO)C[C@H](C)[C@H](CN(C)S(=O)(=O)c2cn(C)cn2)O3)cc1	-4	-17	nt	0.2	-7	1[16.7 µM]	9

Carrying on:
SMILES	DENV2 CPE rescue	EWS-Fli inh	FN deposit inh	CFTR F508del cor	PAX8 reporter	miR-122 sensor	GSIS activator
CC(=O)Oc1ccc(-c2cccc(C(=O)OCC(=O)N(C)c3ccccc3)c2)cc1	2	13	1	nt	1	2	5
Cn1c(CSCc2ccc(F)cc2)n[nH]c1=S	2	-5	4	-3.7	11	-1	-5
O=C(NCc1ccccc1)c1nccnc1CO	1	2	4	-2.2	-200	-1	nt
C[C@H]1CN([C@@H](C)CO)C(=O)c2cc(NS(=O)(=O)c3ccccc3)ccc2O[C@@H]1CN(C)Cc1ccc(Oc2ccccc2)cc1	-7	-16	nt	-0.8	92*	-13[16.7 µM]	-7
CCc1ccc(NC(=O)C2CCN(C(=O)N3CCOc4ccccc43)CC2)cc1	3	10	1	2.1	3	9	-49
CNS(=O)(=O)c1cn(CC(=O)NCc2ccc(N(C)C)cc2)cc1S(=O)(=O)NC	8	-2	1	2.0	20	-12	8
C[C@@H]1CN([C@@H](C)CO)C(=O)CCCn2cc(nn2)CO[C@@H]1CN(C)C(=O)Nc1cccc(Oc2ccccn2)c1	-3	2	-4	-0.2	nt	5[16.7 µM]	-9
COc1ccc(C(=O)Nc2ccc3ccccc3c2)cc1	-3	61*	-1	-3.8	-6	-10	11
COc1ccc(C)cc1NC(=O)c1cccc(C(=O)Nc2cc(C)ccc2OC)c1	-2	17	-5	1.6	5	-17	-2
COC(=O)Cn1ncc(N2CC(C)OC(C)C2)c(Cl)c1=O (centres undefined)	-1	-1	-1	-0.8	-2	2	-2
CC(C)NC(=O)CSc1nnc(-c2ccc(C(C)(C)C)cc2)n1C	nt	0	nt	-1.8	nt	nt	-4
CC(C)NC(=O)N(C)C[C@@H]1Oc2c(NC(=O)C3CC3)cccc2C(=O)N([C@@H](C)CO)C[C@@H]1C	-3	3	-1	-1.0	-8	-4[16.7 µM]	1
Cc1cc(NC(=O)c2ccccc2-c2ccccc2C(=O)O)no1	nt	nt	8	nt	22	nt	21
Fc1ccc(CCN2CCN=C2Nc2ccccc2)cc1	124*	-2	6	3.0	3	-3	nt
C[C@H]1CN([C@@H](C)CO)C(=O)c2cccc(NS(C)(=O)=O)c2O[C@H]1CN(C)Cc1ccc(Oc2ccccc2)cc1	0	8	nt	0.4	1	-2[16.7 µM]	-7
Cc1cc(NC(=O)c2cccc(Oc3ccccc3)c2)n[nH]1	0	-90	-10	-0.1	-183	nt	-24
COc1cccc(NC(=O)N(C)C[C@H]2OCc3cnnn3CCCC(=O)N([C@H](C)CO)C[C@@H]2C)c1	0&7	2&3	-4&-3	1.4&1.4	-16&-13	1	10&9
O=C(NC[C@H]1[C@@H](c2ccccc2)[C@@H](CO)N1CC1CCCC1)c1ccncc1	-7	5	3	-1.2	7	-100[16.7 µM]	5
Cc1cc(CNC(=O)COC(=O)c2ccc(Cl)c(N)c2)cc(C)c1O	1	-6	1	-0.5	-2	nt	-2
C[C@H](NC(=O)C[C@@H]1C=C[C@H](NC(=O)c2cccnc2)[C@H](CO)O1)c1ccccc1	5	-3	1	1.9	-1	nt	7
CC(=O)Nc1ccc(NC(=O)C(C)Oc2ccccc2C(=O)NCc2ccccc2)cc1 (centres undefined)	-7	-20	0	3.3	7	4	-8
CC(=O)c1ccccc1NC(=O)COC(=O)/C(=C/c1ccccc1)n1nnnc1C	2	17	-1	0.8	10	-4	-16
CN1c2ccc(-c3ccccc3)cc2[C@H]2[C@H](CCN2S(=O)(=O)c2ccccc2F)[C@H]1CO	-10	-6	2	0.8	26	?	0
C[C@@H]1CCCCO[C@H](CN(C)Cc2ccccc2)[C@H](C)CN([C@@H](C)CO)C(=O)c2cc(NC(=O)Cc3ccccc3)ccc2O1	?	-1	-9	-0.3	-10	-1[16.7 µM]	4
COc1cc(Cn2c(=O)c3c(OC)c(C)cnc3n(C)c2=O)cc(OC)c1	?	nt	2	3.6	5	0	17

The list continues:
SMILES	DENV2 CPE rescue	EWS-Fli inh	FN deposit inh	CFTR F508del cor	PAX8 reporter	miR-122 sensor	GSIS activator
COCCCNC(=O)C1CCC(CNS(=O)(=O)c2ccc3c(c2)N(C(C)=O)CCO3)CC1 (centres undefined)	-2	nt	-3	1.8	0	nt	-2
COC(=O)c1cc(NC(=O)CC2SC(=Nc3ccccc3)N(CCc3c[nH]c4ccccc34)C2=O)cc(C(=O)OC)c1 (centres undefined)	nt	nt	-9	nt	46	6	-27
Cc1cccc2sc(N(CCCN(C)C)C(=O)CCS(=O)(=O)c3ccccc3)nc12	-6	21	-10	4.5	95*	nt	-28
O=C(O)Cn1c(-c2cscn2)nc2ccccc21	nt	nt	-5	nt	2	-5	nt
O=C(NNS(=O)(=O)c1ccccc1[N+](=O)[O-])c1cccc(Cl)c1	nt	nt	-9	nt	-12	4	-4
CC(OC(=O)C1CCN(S(=O)(=O)c2ccc(C(C)(C)C)cc2)CC1)C(=O)N1CCOCC1 (centres undefined)	-3	9	nt	4.1	-9	nt	-7
CCCC#Cc1ccc([C@H]2[C@@H](CO)N3C(=O)CN(C(=O)c4ccccn4)C[C@@H]23)cc1	-6	8	nt	-0.2	nt	nt	10
COc1ccccc1-c1ccc2c(c1)[C@H]1[C@H](CCN1S(=O)(=O)c1ccccc1)[C@@H](CO)N2	1	4	-9	2.2	49	39[16.7 µM]	21
CCC(=O)N1CC2(C1)CN(S(C)(=O)=O)[C@H](CO)c1[nH]c3cc(OC)ccc3c12	18	10	nt	-3.0	nt	nt	25
Cc1cc2cccc(C)c2nc1SCC(=O)N(C)c1nc(-c2ccccc2)cs1	nt	nt	-1	nt	7	7	nt
Cc1noc(C)c1S(=O)(=O)Nc1ccc2c(c1)C(=O)N([C@@H](C)CO)C[C@@H](C)[C@H](CN(C)S(=O)(=O)c1cn(C)cn1)OCCCC[C@H](C)O2	0	-7	-3	0.2	3	-6[16.7 µM]	13
O=C(NNC(=S)Nc1ccc(Br)cc1)c1ccccc1Br	-2	nt	nt	1.2	-34	nt	-54
CCn1c(=O)n(CC)c2cc(N3CCCC3)c(NC(=O)c3ccc(C)cc3)cc21	36*	nt	2	2.8	10	5	2
CN1CCN(c2ccccc2NC(=O)c2cccs2)CC1	nt	nt	nt	1.0	6	2	6
CCCN1C[C@@H](C)[C@@H](OC)CN(C)C(=O)c2ccc(NC(=O)COC)cc2OC[C@@H]1C	0	-7	0	nt	-8	1[16.7 µM]	3
Cc1ccc(-c2ccc([C@H]3[C@@H]4C=CCC[C@@]4(C)C(=O)N3Cc3ccccc3)c(F)c2)cc1	1	25	13	0.8	18	-1	-2
Cc1ccc(S(=O)(=O)N(C)C[C@@H]2Oc3c(NC(=O)Nc4ccc5c(c4)OCO5)cccc3C(=O)N([C@H](C)CO)C[C@@H]2C)cc1	12	1	nt	-3.4	-21	5[16.7 µM]	4
Cc1ccc(S(=O)(=O)N(C)CC(=O)NCC(=O)Nc2ccc(F)c(F)c2F)cc1	2	1	-7	5.4	17	13	nt
O=C1C2C3CCC(C3)C2C(=O)N1CNc1ccccc1 (centres undefined)	nt	nt	-13	nt	-10	nt	0
O=S(=O)(c1cccc(F)c1)N1CC[C@H]2[C@H](CO)Nc3ccc(C#Cc4ccccc4F)cc3[C@H]21	-9	-6	3	-0.7	1	-4[16.7 µM]	-8
Cc1oc2cc3oc(=O)c(CCC(=O)NC4CC4)c(C)c3cc2c1C	-6	-59	nt	-0.9	nt	20	0
COc1ccccc1N(C(=O)CNC(=O)c1ccco1)C(C(=O)NC1CCCC1)c1ccco1 (centres undefined)	-3	5	-4	2.2	-1	1	1
COC(C(=O)NC(C(C)C)C(C)C)c1ccccc1 (centres undefined)	nt	nt	2	nt	12	nt	29
C/C=C/c1ccc2c(c1)O[C@@H](CN(C)C(=O)C1CC1)[C@@H](C)CN([C@@H](C)CO)S2(=O)=O	nt	-6	-14	-2.2	nt	3[16.7 µM]	15

Source: PubChem BioAssay (Broad Institute)
